Compound activity as filed in PubChem BioAssay.
BH1578 lux ind: induces V. cholerae light production without autoinducers; V. cholerae BH1578 lux reporter, luminescence, 6 h; hit rate 0.16% among 350,000; activation, % at 18.7 µM; in the data active = activation mostly above about 9.7%, no sharp cut-off; inconclusive = no clear call, values can overlap the other calls; inactive = mostly below about 3.7%; also: not every result past the cut was called active; inactives centre near 0; reference of the scale not given here
PfHsp40 yeast: compounds rescuing yeast from Plasmodium falciparum HSP40 toxicity; growth rescue, % at 12.5 µM; hit rate 0.68% among 340,000; AID 504582; S. cerevisiae expressing PfHsp40, growth rescue, ATP luminescence; in the data active = growth rescue above about 28%, passing the limit was not always enough; inconclusive = no clear call, values can overlap the other calls;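 also: yeast W303a lacking pdr1 and pdr3 grown in galactose medium; growth measured after three days at 30 °C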
Y pestis TopoI: blocks Yersinia pestis topoisomerase I activity; AID 504884; Y. pestis Topo-I cleavage product accumulation, plate reader; activity, % at 10 µM; hit rate 0.064% among 360,000; in the data active = activity above about 50%, passing the limit was not always enough; inconclusive = no clear call, values can overlap the other calls; also: inactives centre near 2
VHR inh abs: DUSP3 (human) phosphatase inhibition | inhibition, % at 13.3 µM | AID 1654 | hit rate 0.52% among 290,000 | recombinant VHR phosphatase, pNPP absorbance; in the data active = inhibition above about 50%; also: some compounds called inactive have numbers as strong as hits
Rv3671c inh: inhibits the M. tuberculosis serine protease Rv3671c; hit rate 0.048% among 320,000; inhibition, % at 5.96 µM; P9WHR9; AID 2606; in the data active = inhibition above about 38%;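 also: extracellular domain of Rv3671c used as enzyme; 0% = enzyme with DMSO and 100% = no enzyme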
SARS 3CLpro inh: SARS-CoV 3CLpro protease inhibition | P0C6X7 | recombinant SARS-CoV 3CLpro, quenched FRET peptide cleavage | inhibition, % at 6 µM | hit rate 0.14% among 290,000; in the data active = inhibition above about 12%
TcdB inh: inhibitors of Clostridioides difficile toxin B glycohydrolase; inhibition, % at 9.99 µM; hit rate 0.24% among 350,000; P18177; TcdB glycohydrolase enzymatic assay, plate reader; in the data active = inhibition above about 10%
Target sequence (P18177 whole entry, looked up): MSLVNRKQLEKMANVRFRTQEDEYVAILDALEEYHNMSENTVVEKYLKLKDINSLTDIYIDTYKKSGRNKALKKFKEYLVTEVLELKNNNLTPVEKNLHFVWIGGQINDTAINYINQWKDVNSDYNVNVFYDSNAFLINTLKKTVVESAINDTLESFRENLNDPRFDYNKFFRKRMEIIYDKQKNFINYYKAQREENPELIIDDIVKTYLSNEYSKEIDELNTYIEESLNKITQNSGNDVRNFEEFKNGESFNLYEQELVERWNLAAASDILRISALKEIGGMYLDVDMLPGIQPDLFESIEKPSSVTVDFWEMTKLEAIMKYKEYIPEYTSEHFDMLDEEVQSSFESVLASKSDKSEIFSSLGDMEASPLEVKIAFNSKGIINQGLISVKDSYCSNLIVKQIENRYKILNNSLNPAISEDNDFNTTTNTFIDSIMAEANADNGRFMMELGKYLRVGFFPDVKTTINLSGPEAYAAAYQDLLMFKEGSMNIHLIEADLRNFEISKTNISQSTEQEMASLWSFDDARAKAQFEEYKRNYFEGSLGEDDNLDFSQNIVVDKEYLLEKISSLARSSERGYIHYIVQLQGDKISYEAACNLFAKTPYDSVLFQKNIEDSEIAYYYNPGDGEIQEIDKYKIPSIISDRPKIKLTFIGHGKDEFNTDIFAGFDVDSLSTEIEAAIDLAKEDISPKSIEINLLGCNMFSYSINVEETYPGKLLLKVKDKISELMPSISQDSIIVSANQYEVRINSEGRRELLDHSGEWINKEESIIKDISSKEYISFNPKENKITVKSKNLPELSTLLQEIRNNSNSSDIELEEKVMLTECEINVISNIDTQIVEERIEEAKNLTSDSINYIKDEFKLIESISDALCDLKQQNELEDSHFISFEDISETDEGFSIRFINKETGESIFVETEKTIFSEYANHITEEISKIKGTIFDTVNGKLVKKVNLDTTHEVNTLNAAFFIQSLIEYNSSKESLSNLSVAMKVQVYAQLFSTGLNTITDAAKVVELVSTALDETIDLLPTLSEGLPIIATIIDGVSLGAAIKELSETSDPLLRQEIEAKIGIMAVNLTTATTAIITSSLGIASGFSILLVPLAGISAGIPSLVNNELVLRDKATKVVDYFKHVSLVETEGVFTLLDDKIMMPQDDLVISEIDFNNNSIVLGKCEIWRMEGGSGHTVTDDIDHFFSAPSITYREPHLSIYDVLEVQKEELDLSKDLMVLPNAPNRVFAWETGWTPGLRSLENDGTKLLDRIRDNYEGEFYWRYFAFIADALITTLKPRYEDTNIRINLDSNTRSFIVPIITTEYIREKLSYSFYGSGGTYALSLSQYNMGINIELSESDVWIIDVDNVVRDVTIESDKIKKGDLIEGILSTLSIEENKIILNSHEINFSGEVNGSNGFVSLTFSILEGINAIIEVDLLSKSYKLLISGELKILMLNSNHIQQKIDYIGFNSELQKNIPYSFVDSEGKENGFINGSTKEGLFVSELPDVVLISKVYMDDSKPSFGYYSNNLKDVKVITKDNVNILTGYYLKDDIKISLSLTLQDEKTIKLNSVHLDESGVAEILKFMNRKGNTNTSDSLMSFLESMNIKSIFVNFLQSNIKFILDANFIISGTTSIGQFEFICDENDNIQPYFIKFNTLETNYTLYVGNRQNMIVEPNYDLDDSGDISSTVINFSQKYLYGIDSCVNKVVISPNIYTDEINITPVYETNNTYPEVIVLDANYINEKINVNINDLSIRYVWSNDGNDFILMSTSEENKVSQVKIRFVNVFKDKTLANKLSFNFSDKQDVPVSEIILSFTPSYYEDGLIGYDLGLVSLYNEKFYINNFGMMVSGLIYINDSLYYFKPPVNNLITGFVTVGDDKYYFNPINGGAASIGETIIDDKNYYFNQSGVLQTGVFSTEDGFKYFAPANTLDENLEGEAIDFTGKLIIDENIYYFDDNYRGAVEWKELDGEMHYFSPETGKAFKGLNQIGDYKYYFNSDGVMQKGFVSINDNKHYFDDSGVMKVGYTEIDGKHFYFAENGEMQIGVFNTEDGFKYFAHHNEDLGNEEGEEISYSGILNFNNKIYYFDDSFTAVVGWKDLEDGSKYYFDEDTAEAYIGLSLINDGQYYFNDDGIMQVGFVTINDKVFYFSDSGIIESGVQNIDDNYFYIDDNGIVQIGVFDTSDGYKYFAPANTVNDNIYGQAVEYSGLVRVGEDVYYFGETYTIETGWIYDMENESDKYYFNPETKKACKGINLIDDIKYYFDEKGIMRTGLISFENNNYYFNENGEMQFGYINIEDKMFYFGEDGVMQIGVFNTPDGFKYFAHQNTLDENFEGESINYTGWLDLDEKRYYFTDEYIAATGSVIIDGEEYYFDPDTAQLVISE
SSB-PriA inh: blocks PriA binding to SSB C-terminal tail; AlphaScreen SSBct-PriA binding, biotinylated peptide; inhibition, % at 33 µM; hit rate 0.6% among 430,000; AID 1272365; in the data active = inhibition mostly above about 37%, no sharp cut-off; inactive = mostly below about 20%;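 also: plate controls were negative control peptide for no effect and reference peptide for full effect; strong numbers were not always called active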
Anthrax LF inh2: blocks Bacillus anthracis lethal factor protease; hit rate 0.12% among 360,000; P15917; inhibition, % at 10 µM; AID 588501; multiplex microsphere protease cleavage assay, LF; in the data active = inhibition above about 30%; inconclusive = no clear call, values can overlap the other calls; also: plate controls were buffer without enzyme for full effect and enzyme alone for no effect
MazF activator: activators of E. coli MazEF toxin-antitoxin RNase; FAM/BHQ RNA-DNA oligo cleavage fluorescence, 5 h; activation, % at 20 µM; hit rate 0.32% among 350,000; in the data active = activation above about 50%
* marks the source's active call; other numbers are inactive results; i = inactive; ? = inconclusive; / = no result given; & = joins results of further samples.

SMILES	BH1578 lux ind	PfHsp40 yeast	Y pestis TopoI	VHR inh abs	Rv3671c inh	SARS 3CLpro inh	TcdB inh	SSB-PriA inh	Anthrax LF inh2	MazF activator
CCOC(=O)N1CCN(S(=O)(=O)c2cc(C)c(C)cc2C)CC1	-5.2	0.2	6.8	13.4	-12.4	-6.1	/	-8.9	-3.9	-7.1
C=C1SC(=Nc2c(C)cccc2Cl)N(C(=O)c2sc3ccccc3c2Cl)C12CCCCC2	-0.4	-1.7	-1.7	-4.4	1.8	3.7	1.0	-3.1	0.8	-4.7
CC(C)C[C@H]1CN=C(Nc2ccccc2)N1CC1CCCCC1	-0.5	?	6.7	24.4	-6.8	-6.3	1.3	-1.8	1.4	4.9
COCCCN1C(=O)C(=O)/C(=C(/O)c2ccc(OC(C)C)cc2)C1c1ccncc1 (stereo unspecified)	i	2.8	39.0	-2.1	-2.6	1.1	/	/	5.8	-0.6
CCc1noc(C)c1C(=O)NNC(=O)c1nn(C)c(=O)c2ccccc12	i	0.7	9.0	/	7.3	/	1.0	-4.4	-0.4	2.4
Cc1[nH]c(C)c(S(=O)(=O)N2CCN(c3ccccc3)CC2)c1C(=O)N1CCCC1	i	-1.4	-5.1	-0.7	-6.9	3.8	-1.0	-8.9	-4.3	2.7
CCCc1n[nH]c(=O)c2c1nnn2Cc1ccccc1	-0.8	1.0	13.0	22.5	1.7	-5.0	-2.6	1.6	-1.3	6.2
O=C(O)c1ccc(O)cc1O	-0.4	0.8	-2.8	/	6.1	/	0.3	5.0	-6.0	3.0
CC(=O)Nc1ccc(/C=C2\Sc3ccccc3C2=O)cc1	-0.6	-1.2	-3.8	13.1	-3.0	-2.3	1.3	-7.2	-9.7	-48.5
CCN1CCCC1CN(Cc1cc2ccc(C)cc2[nH]c1=O)C(=S)Nc1ccccc1OC (stereo unspecified)	-1.0	0.3	8.1	5.7	-9.4	1.9	/	10.2	3.0	11.0
CC(=O)NC12CC3CC(C1)CC(C(=O)N1CCN(S(=O)(=O)c4ccc(Cl)s4)CC1)(C3)C2	i	-0.4	13.5	21.8	-6.7	-2.9	-0.7	3.1	1.0	-3.1
CC1CCCCN1C(=S)NCc1ccco1 (stereo unspecified)	1.1	-1.1	-3.5	37.9	9.3	2.9	-1.1	-18.1	-1.0	3.6
CCCCCCCCNC(=O)/C(C#N)=C/c1ccccc1[N+](=O)[O-]	-0.2	354.5*	11.6	12.1	-0.7	-0.6	0.1	6.3	-0.8	121.7*
Cc1nc2ccccc2c(=O)n1NC(=O)c1ccccc1	i	-1.1	2.6	63.5	-4.0	0.5	-4.9	-16.4	2.0	3.0
O=C(COC(=O)c1cccc(Br)c1)NCc1ccco1	1.0	-0.1	5.5	/	-1.6	/	1.9	-15.2	2.3	-1.7
CCOC(=O)Cc1csc(SCC(=O)N(CC(C)C)c2c(N)n(Cc3ccccc3)c(=O)[nH]c2=O)n1	i	0.4	10.6	/	9.2	/	1.0	1.1	3.9	1.7
CCc1cc(=O)oc2cc(C)cc(OC(C)C(=O)NC(Cc3c[nH]c4ccc(O)cc34)C(=O)O)c12 (stereo unspecified)	-0.4	0.4	-8.2	24.7	2.8	3.4	-2.0	-1.4	4.4	-3.6
COc1ccc(CC(=O)NCc2ccc(-n3cccc3)cc2)cc1OC	i	-0.7	7.3	-1.2	-7.4	-0.7	0.6	-23.6	0.2	-1.5
Cc1ccc(S(=O)(=O)N2CCN(C)CC2)c(C)c1	-0.3	0.3	-1.3	-6.1	2.1	-1.2	/	-11.4	-0.7	1.2
COc1ccc(-n2ccnc2SCC(=O)c2c(N)n(C3CC3)c(=O)[nH]c2=O)cc1	-0.3	/	-1.0	/	/	/	-1.2	/	0.6	-1.8
CCc1ccc(OCCOCC(O)CN2CCN(Cc3ccc(Cl)cc3)CC2)cc1 (stereo unspecified)	i	4.0	29.2	-0.9	-5.8	-4.4	1.3	2.9	-1.7	1.0
Cc1cccc(C)c1NC(=O)N1CCC(c2nc3ccccc3o2)CC1	i	1.0	5.8	21.1	-1.1	0.9	/	-2.6	0.7	4.2
CCCCN(CCCNC(=O)C1CCCN(S(=O)(=O)CCC)C1)Cc1ccccc1 (stereo unspecified)	-1.0	0.1	5.9	10.4	3.2	-5.6	-0.8	-8.9	-7.2	5.1
C(=N\NC1=Nc2cccc3cccc1c23)/c1cccnc1	-0.3	3.7	-2.2	17.4	-10.5	-0.2	6.0	/	-1.3	12.8
COc1ccc(Oc2nc(C)cc(C)c2S(=O)(=O)c2ccc(C)cc2)cc1	i	0.4	42.3	10.6	-3.4	6.2	/	-7.9	-5.2	4.6
COc1ccc(CN(C(=O)CN2C(=O)c3ccccc3S2(=O)=O)C(C(=O)NCC2CCCO2)c2ccncc2)cc1 (stereo unspecified)	-0.3	-2.4	12.7	-4.7	1.7	4.0	/	0.3	-2.6	3.7
C=CCC1(CN2CCCC2=O)C(=O)NC(=O)NC1=O	/	-0.5	4.8	27.7	-8.1	1.2	-0.3	1.0	1.6	5.6
CCCC(=O)n1nc(-c2cccnc2)nc1NCc1ccccc1	i	-0.7	2.5	31.9	/	3.9	0.7	-6.6	-1.3	-2.7
O=C(COc1ccc2ccc(=O)oc2c1)Nc1ccc(N2CCOCC2)cc1	-0.5	-0.4	-1.2	42.7	-0.5	-1.2	/	-0.8	-0.5	6.5
Cc1ccc(NC(=O)C[n+]2ccccc2)cc1[N+](=O)[O-]	-0.3	-2.1	3.3	22.8	5.0	4.4	/	-14.6	0.9	5.2
Cc1cc(C(=O)COC(=O)Cc2n[nH]c(=O)c3ccccc23)c(C)n1-c1ccc2c(c1)OCCO2	-0.2	0.4	-2.9	8.4	-9.6	1.3	1.4	9.1	-1.4	-2.9
CN1CCc2c(sc(NC(=O)Cc3ccccc3)c2C#N)C1	-0.6	-1.1	12.1	25.1	-7.0	-6.2	0.4	-3.7	-11.6	3.4
COc1ccc(/C=C2\SC(=S)N(C(C(=O)O)c3ccccc3)C2=O)c(OC)c1 (stereo unspecified)	i	-0.4	-6.3	8.5	-11.3	0.8	0.4	-1.8	8.9	-30.2
COc1ccc(C(C)NC(=O)Cc2cccs2)cc1 (stereo unspecified)	-4.1	-1.3	5.8	-0.7	-4.1	-1.9	-0.4	-0.5	-3.1	8.4
COc1ccc(S(=O)(=O)Nc2ccc3c(c2)C(=O)N([C@H](C)CO)C[C@H](C)[C@@H](CN(C)S(=O)(=O)c2cn(C)cn2)OCCCC[C@H](C)O3)cc1	-0.4	/	17.3	/	/	/	-2.2&2.9	/	-1.3	8.6
Cc1ccc(NC(=O)C(C)c2ccc(-c3ccccc3)c(F)c2)cc1 (stereo unspecified)	i	1.6	3.9	24.3	1.1	7.2	/	-6.8	-4.7	-5.3
O=S(=O)(c1ccc(Oc2ccc3oc4ccccc4c3c2)nc1)N1CCCC1	-0.3	-0.3	-5.3	11.8	2.1	-4.3	/	1.4	-0.4	-8.0
Cc1cc2nc(N)sc2cc1C	-0.1	-1.6	-5.5	12.0	-9.6	1.5	/	-0.4	-6.2	4.0
Cc1ccc(Nc2ccc(C(=O)N3CCCC3)cn2)c(C)c1	-2.8	-0.3	2.8	-2.0	-0.1	4.7	/	-12.0	-1.4	2.7
Cc1ccccc1/C(N)=N/O	-0.2	0.1	-6.2	0.1	2.5	1.2	/	/	2.2	-0.8
Cc1cccc(C(=O)Nc2ccccc2C(=O)NCc2ccco2)c1	i	-1.6	8.7	10.5	-12.8	1.5	0.3	0.9	-2.5	5.0
Cc1ccc(C)c(NC(=O)CSc2nnc(NC(=O)C3CC3)s2)c1	i	-0.6	-2.8	43.7	-6.6	1.6	1.5	-2.9	-3.6	-30.6
CC1=N/C(=C\c2ccc3c(c2)OCO3)C(=O)N1c1ccc(C(=O)O)cc1	i	0.5	-8.1	-7.0	-12.9	4.8	/	-10.5	0.6	-2.1
CCOC(=O)[C@H]1[C@H]2COc3ccccc3[C@@H]2N2C(=O)[C@@H](C)NC(=O)[C@@]12C	i	-0.8	-3.1	/	1.3	/	/	2.1	-5.0	3.7
S=c1nc(Cc2ccccc2)[nH]c2ccccc12	-0.7	1.6	0.0	34.4	-9.7	-1.7	0.5	-3.6	-8.3	5.8
COc1ccc(N=CC=C2OC(C)(C)C(C)(C)O2)cc1OC	-0.9	-1.2	1.6	13.1	-3.2	1.2	3.0	-0.3	-9.3	3.9
CCOC(=O)N1CCN(c2c(NCCc3ccc(OC)c(OC)c3)c(=O)c2=O)CC1	-0.3	0.0	3.7	4.0	5.2	-1.2	1.4	-12.2	2.5	4.4
Cc1nc2ccc3nc(NC(=O)c4ccco4)sc3c2s1	i	2.1	8.1	/	-25.5	5.2	/	-16.0&-5.5	-6.3	-8.3
CN1CCN(C2=C(Cl)C(=O)N(c3ccc(Cl)cc3)C2=O)CC1	i	0.7	7.3	-5.4	0.7	0.1	/	7.0	-0.8	-8.1
COc1ccc(N2C(=O)[C@@H]3[C@H](C2=O)[C@H]2C=CC=NN2[C@@H]3C(=O)Nc2ccc(Cl)cc2)cc1	i	/	3.6	7.7	-10.6	0.5	1.1	-1.6	4.3	-0.1
Cc1cc2c(NC(=O)Nc3ccc(C(F)(F)F)cc3)cccc2nn1	-0.7	-0.7	2.8	17.6	-64.0	1.4	1.3	-9.7	-4.0	10.7
NCC(=O)N1CCC(C(=O)N[C@@H](Cc2c[nH]c3ccccc23)C(=O)O)CC1	-0.1	-1.0	-4.7	35.9	/	-0.1	-0.8	-12.6	-8.5	0.7
CCn1nc(C)c(CN2CCCCC2C(=O)Nc2ccc(Oc3cccnc3)cc2)c1C (stereo unspecified)	-5.0	1.0	15.2	15.0	-4.8	-4.0	/	-2.8	-4.7	0.3
Cc1cc2c(c(=O)o1)C(C(C)C)C(C#N)=C(N)O2 (stereo unspecified)	i	-0.3	-3.2	23.2	-2.1	-0.9	/	0.0&-22.4	3.3	3.7
Cc1cc(SCC2=NNC(=O)C2)c(Cl)cc1Cl	-1.6	6.3	-11.1	17.9	-25.7	-3.1	-3.5	4.4	/	4.6
Cc1nc(SCC(=O)N2CCc3ccccc3C2)c2c(C)c(C)sc2n1	-1.2	-2.4	10.6	12.7	6.0	-0.8	/	-8.5	-2.9	-4.0
Cc1nnc(NC(=O)CCC(=O)NCc2ccco2)s1	i	-2.0	2.9	4.9	-8.5	-2.6	/	-9.7	0.0	9.4
CC1Sc2ccc(C(=O)Nc3cc(S(C)(=O)=O)ccc3Cl)cc2NC1=O (stereo unspecified)	2.5	-0.8	2.3	/	6.3	/	0.4	-10.9	-15.4	-41.3
CCC1CCCCN1CCNC(=O)C1CCN(S(=O)(=O)c2c(C)noc2C)CC1 (stereo unspecified)	i	-0.7	-1.0	2.3	5.9	-3.0	/	-4.9	-1.5	7.2
Cc1cc(C(=O)N2CCC2(C)C(=O)Nc2cccc3c2CCCC3)nn1C (stereo unspecified)	i	/	11.8	/	/	/	0.3	/	-4.5	/

Arranged by heavy-atom count (ascending): part of the list above.
SMILES	BH1578 lux ind	PfHsp40 yeast	Y pestis TopoI	VHR inh abs	Rv3671c inh	SARS 3CLpro inh	TcdB inh	SSB-PriA inh	Anthrax LF inh2	MazF activator
O=C(O)c1ccc(O)cc1O	-0.4	0.8	-2.8	/	6.1	/	0.3	5.0	-6.0	3.0
O=C(COC(=O)c1cccc(Br)c1)NCc1ccco1	1.0	-0.1	5.5	/	-1.6	/	1.9	-15.2	2.3	-1.7
C=C1SC(=Nc2c(C)cccc2Cl)N(C(=O)c2sc3ccccc3c2Cl)C12CCCCC2	-0.4	-1.7	-1.7	-4.4	1.8	3.7	1.0	-3.1	0.8	-4.7

These rows are one share of the data; the hit share may differ from the screen's.
